Compound activity: PubChem, several laboratories
Mtb RmlCD inh: inhibitors of Mycobacterium tuberculosis RmlC and RmlD coupled enzymes. P9WH09+P9WH11. RmlC+RmlD coupled enzyme assay, percent inhibition; primary screen in compound mixtures. inhibition, % at 3.6 µM. 0.03% of 160,000 active. AID 1533; in the data active = inhibition mostly above about 34%, no sharp cut-off; note: some results filed as inactive read as strong as hits
Target sequence (P9WH09 whole entry, looked up): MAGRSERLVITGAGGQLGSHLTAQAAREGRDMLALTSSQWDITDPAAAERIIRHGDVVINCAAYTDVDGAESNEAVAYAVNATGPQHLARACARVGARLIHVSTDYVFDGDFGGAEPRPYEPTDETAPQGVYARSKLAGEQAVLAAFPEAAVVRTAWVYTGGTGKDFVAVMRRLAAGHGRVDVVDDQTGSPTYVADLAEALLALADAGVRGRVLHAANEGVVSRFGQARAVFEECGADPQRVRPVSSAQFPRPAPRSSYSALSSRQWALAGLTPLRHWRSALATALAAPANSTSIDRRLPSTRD
Target sequence (P9WH11 whole entry, looked up): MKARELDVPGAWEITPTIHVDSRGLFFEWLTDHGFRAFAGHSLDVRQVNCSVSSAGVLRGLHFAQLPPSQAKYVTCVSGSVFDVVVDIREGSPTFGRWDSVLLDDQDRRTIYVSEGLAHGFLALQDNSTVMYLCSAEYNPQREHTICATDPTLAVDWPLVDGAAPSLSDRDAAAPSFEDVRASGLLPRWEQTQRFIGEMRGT
M. tuberculosis GlmU: inhibition of mycobacterial GlmU enzyme – biochemical, glucosamine-1-phosphate acetyltransferase (AID 1376). M. tuberculosis GlmU acetyltransferase enzyme assay; higher % means a stronger effect. one-dose inhibition, %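 (tested at 30 µM in the primary screen)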; IC50 in µM for titrated hits. 0.25% of 220,000 active; in the data active = inhibition above about 13%;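 note: 0% = complete reaction with vehicle and 100% = reaction without substrate; strong numbers were not always called active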
* = called active by the depositor; / = no result given. These rows are one share of the data; the hit share may differ from the screen's.

The line under a structure holds: Mtb RmlCD inh	M. tuberculosis GlmU
CC(C)(C)NC(=O)CSc1nc(-c2ccc(F)cc2)cs1
 : 9	0.0%
Cc1cc(NC(=O)c2cccc(N3C(=O)CCC3=O)c2)no1
 : /	-6.1%
CN(C)c1nc(N)nc(/C(C#N)=C/C2CC3C=CC2C3)n1 (stereo not drawn)
 : 5	-4.1%
Clc1ccc(-c2cn3cccnc3n2)cc1Cl
 : -9	-1.2%
CN(C)CCCNC1=CC(=O)OC12CCCCC2
 : /	1.4%
COc1cc(CNc2nc(C)c([N+](=O)[O-])c(C)c2C#N)cc(OC)c1
 : /	0.7%
CCOC(=O)N1CCN(c2cc(C)nc3nc(C)nn23)CC1
 : 0	6.4%
O=C1CCCc2c1cc(C(=O)O)c(=O)n2-c1ccccc1
 : 10	-1.6%
CC(SC(=S)N1CCCC1)C(=O)O (stereo not drawn)
 : -8	-5.6%
CC(C)N(C)CCOC(=O)c1ccc2c(c1)OCCO2
 : -5	3.2%
COc1ccc(C(=O)c2ccc(OC)c(N)c2)cc1N
 : 9	-1.2%
COc1ccc(C(=O)Nc2cc(OC)nc(OC)n2)cc1
 : /	-3.4%
Cn1c(CSc2nc3ccccc3s2)nnc1SCC(=O)NCc1ccccn1
 : /	3.1%
CCOc1ccc(/C=C2\SC(=S)N(C(C(=O)O)c3ccccc3)C2=O)cc1OC (stereo not drawn)
 : -17	-1.5%
O=C1C2C3C=CC(C2C(=O)N1c1cccc(O)c1)C1C2C(=O)N(c4cccc(O)c4)C(=O)C2C31 (stereo not drawn)
 : -5	5.8%
CCOC(=O)c1cccc(NC(=O)CSc2nnc(C)n2Cc2ccccc2)c1
 : 16	-7.2%
COc1ccc(-c2csc(/C(C#N)=C\c3ccc(OC)c([N+](=O)[O-])c3)n2)cc1
 : 2	4.8%
CC(C)(C)NC(=O)NC(=O)COC(=O)CNS(=O)(=O)/C=C/c1ccccc1
 : -5	-7.9%
Cc1cccc(-c2nnc(SCC(=O)C(C)(C)C)n2C)c1
 : -7	3.3%
CC1(C)C2CC=C(/C=N/NC(=O)C(N)=O)C1C2 (stereo not drawn)
 : -12	0.6%
CN(c1ccc(OCC(=O)N2CCN(c3ccc(F)cc3)CC2)cc1)S(=O)(=O)c1cccs1
 : 4	-4.7%
O=C(CNc1n[nH]c(=O)[nH]c1=O)N/N=C/c1ccccc1
 : 3	1.2%
CCOc1ccc(-c2nnn(CC(=O)c3cc(OC)ccc3OC)n2)cc1
 : -3	-2.5%
COc1ccc(C(=O)NC2CCN(S(=O)(=O)Cc3ccccc3)CC2)c(OC)c1
 : /	3.2%
COc1ccc(C[C@H]2NC[C@H](O)[C@H]2OC(C)=O)cc1
 : /	-3.7%
O=C(CSc1nc2ccccc2nc1SCC(=O)N1CCCCC1)N1CCCCC1
 : 5	1.3%
CCOC(=O)c1c(NC(=O)CN2CCCCC2)sc(CN(C)C)c1-c1ccccc1
 : 9	-2.9%
Cc1ccc(NC(=O)C2CC(Cl)=CCC2C(=O)O)c([N+](=O)[O-])c1 (stereo not drawn)
 : 8	-5.4%
COc1ccccc1C(=O)Nc1ccc(-c2nnn(CC(=O)N3CCOCC3)n2)cc1
 : 5	-2.3%
COc1nc(-c2ccccc2)ccc1-c1noc(-c2ccco2)n1
 : 27	6.3%
Cc1ccc(NC(=O)CSCc2ccc(F)cc2)cc1
 : 0	1.8%
COc1ccc(N2CC(O)(c3ccc(C)cc3)[N+]3=C2CCCC3)cc1 (stereo not drawn)
 : 8	-4.6%
O=C(O)c1cc2nc(-c3cccs3)cc(C(F)(F)F)n2n1
 : -43	7.1%
O=C(Nc1cccnc1)c1ccc(COc2cc(Cl)ccc2Cl)o1
 : 1	1.5%
Cc1cc(Nc2ccc(C)c(Cl)c2)nc(N2CCOCC2)n1
 : -7	8.0%
O=C(C[n+]1ccc(C(=O)N/N=C/c2ccc(Br)cc2)cc1)c1ccccc1
 : 10	-4.6%
Cc1ccccc1NC(=O)Cc1nc(-c2ccc3ccccc3c2)cs1
 : 17	-3.7%
O=C(Nc1nc2ccccc2n1CCN1CCCC1)c1ccc(Cl)cc1
 : 10	0.2%
CCOC(=O)C1CCN(c2nc3ccccc3n2CC(=O)c2ccccc2)CC1
 : 4	8.1%
CC(=O)NC1C(=O)N(Cc2ccccc2)c2ccc(Br)cc21 (stereo not drawn)
 : /	-6.4%
CCC(=O)NNc1ncnc2c1cnn2-c1ccccc1
 : -12	2.0%
COc1ccc(C(=O)c2sc(Nc3cccc(OC)c3)c(C(=O)Nc3cccc(C)c3C)c2N)cc1
 : /	-7.3%
COc1ccc2[nH]c(=O)c(CN(CCc3ccccc3)Cc3nnnn3CC3CCCO3)cc2c1 (stereo not drawn)
 : 21	-4.7%
O=C(CCSc1ccccc1)Nc1nccs1
 : /	1.5%
O=C(Cc1cccs1)N1CCC(c2nc3c(nnn3Cc3ccccc3)c(=O)[nH]2)CC1
 : /	1.6%

Reformatted: entries from further up
Cc1ccccc1NC(=O)Cc1nc(-c2ccc3ccccc3c2)cs1
  Mtb RmlCD inh = 17; M. tuberculosis GlmU = -3.7%
O=C(Nc1nc2ccccc2n1CCN1CCCC1)c1ccc(Cl)cc1
  Mtb RmlCD inh = 10; M. tuberculosis GlmU = 0.2%
CCOC(=O)C1CCN(c2nc3ccccc3n2CC(=O)c2ccccc2)CC1
  Mtb RmlCD inh = 4; M. tuberculosis GlmU = 8.1%
CC(=O)NC1C(=O)N(Cc2ccccc2)c2ccc(Br)cc21 (stereo not drawn)
  Mtb RmlCD inh = /; M. tuberculosis GlmU = -6.4%

Next section:
The line under a structure holds: Mtb RmlCD inh	M. tuberculosis GlmU
CCOC(=O)N1CCN(C(=O)C2CCN(S(C)(=O)=O)CC2)CC1
 : 1	-3.4%
CC(OC(=O)c1cn(-c2ccccc2)nc1-c1cccnc1)C(N)=O (stereo not drawn)
 : /	6.9%
C=CCc1cccc(C=Nc2cc(Br)ccc2O)c1O
 : -7	3.1%
CC(C)OCCCNC(=S)Nc1ccc2nc3n(c(=O)c2c1)CCCCC3
 : 12	3.6%
COC(=O)c1c(SCc2ccc(C#N)cc2)nc(=O)[nH]c1C
 : -13	-5.2%
N#C/C(=C\c1ccc2c(c1)OCO2)C(N)=S
 : -5	-0.5%
Cc1ccc(CNC(=O)CN2CCN(Cc3ccc(C)cc3)C2=O)cc1
 : -9	3.8%
CCCCCCNc1c([N+](=O)[O-])cc(C)cc1[N+](=O)[O-]
 : /	1.5%
COc1cc(OC)c(C(=O)OCC(=O)N(Cc2ccccc2)C(C)(C)C)cc1OC
 : -7	0.0%
CSc1n[nH]c(-c2ccc(C(F)(F)F)cc2)n1
 : 10	-5.0%
CCOC(=O)N1CCN(Cc2nc(-c3cccc(C)c3)no2)CC1
 : 8	2.3%
COC(=O)/C(C#N)=C1/SC=C(C)N1c1ccccc1
 : 9	-2.7%
OCCN(CCO)CC(O)COCCC12CC3CC(CC(C3)C1)C2 (stereo not drawn)
 : 8	-6.0%
NNc1nc2c(-c3ccc(Cl)cc3)nnn2c2ccccc12
 : -13	-0.5%
CCCCNC(=S)NNC(=O)c1cc(C)on1
 : 2	8.1%

One compound at a time, as listed above.
Record of COc1cc(OC)c(C(=O)OCC(=O)N(Cc2ccccc2)C(C)(C)C)cc1OC → Mtb RmlCD inh = -7; M. tuberculosis GlmU = 0.0%
Record of CCOC(=O)N1CCN(Cc2nc(-c3cccc(C)c3)no2)CC1 → Mtb RmlCD inh = 8; M. tuberculosis GlmU = 2.3%
Record of NNc1nc2c(-c3ccc(Cl)cc3)nnn2c2ccccc12 → Mtb RmlCD inh = -13; M. tuberculosis GlmU = -0.5%

Other entries follow.
SMILES,Mtb RmlCD inh,M. tuberculosis GlmU
CCOc1ccc(C(=O)NCC(=O)OCC(=O)N2CCCC2)cc1,15,2.2%
Cc1ccc(/C=C2/SC(=S)N(CC(=O)Nc3ncc(Cc4ccc(C)cc4)s3)C2=O)cc1,/,5.3%
O=C(COC(=O)c1cccc(Br)c1)NCCc1ccc(F)cc1,5,-4.2%
CCOC(=O)CSc1cc(CS(=O)(=O)c2ccccc2)nc(-c2ccccc2)n1,/,-0.8%
CC(=O)N1CCc2cc(C(=O)CN3CCN(c4cccc(Cl)c4)CC3)ccc21,/,-1.5%
C/C(=N\Nc1cc(C)nc(-c2ccccc2)n1)c1cccc([N+](=O)[O-])c1,14,1.0%
CN(C(=O)OC(C)(C)C)c1ccc(-c2nc3ccccc3s2)cc1,/,-2.6%
Cc1ccccc1CS(=O)(=O)Cc1ccc(C(=O)N2CCOCC2)o1,-3,/
O=C1NC(=Nc2ccc(Cl)cc2)SC1Cc1cccc(Cl)c1Cl (stereo not drawn),6,-1.4%
CC(=O)C1=C(c2ccccc2)N(C(C)=O)n2c(C)nnc2S1,10,5.5%
O=C(COC(=O)c1ccccc1OCc1ccccc1Cl)NC1CC1,/,5.7%
COc1ccc(OCc2n[nH]c(=S)n2Cc2ccco2)cc1,13,-2.0%
O=S(=O)(c1ccc2ccccc2c1)N(CC(O)CN1CCOCC1)c1ccccc1 (stereo not drawn),7,-0.8%
Cc1cc(C)n(-c2ccc(C(=O)N3CC(C)OC(C)C3)cc2)n1 (stereo not drawn),6,3.1%
CC[C@@H](Nc1ncnc2c1oc1ccccc12)C(=O)O,-12,7.2%
Cc1[nH]nc2c1C(c1ccsc1)C1=C(CC(C)(C)CC1=O)N2 (stereo not drawn),3,-1.2%
O=C(Nc1ccn(Cc2ccccc2)n1)c1ccc(F)cc1,13,1.2%
Cc1ccc(-c2[nH]nc3c2C(c2ccc(OC(=O)N4CCOCC4)cc2)C(C#N)=C(N)O3)cc1 (stereo not drawn),-12,1.4%
O=C(Nc1ccc2c(c1)CCC2)C1COc2ccccc2O1 (stereo not drawn),11,0.1%
CC(C)Cc1cc(CN2CCC(CO)(Cc3cccc(C(F)(F)F)c3)CC2)[nH]n1,12,-1.9%
O=[N+]([O-])c1ccc(F)cc1Oc1nc(-c2cccnc2)nc2ccccc12,/,-2.5%
CC(C)CCOc1ccc(C(=O)CCNC(C)C(=O)O)cc1 (stereo not drawn),5,2.3%
CC(C)(C)C1CCc2onc(C(=O)O)c2C1 (stereo not drawn),-11,0.1%
COc1ccccc1NC(=O)Cn1nnc2sc3c(c2c1=O)CC(C)(C)OC3,10,0.9%
Cc1ccc(S(=O)(=O)N2CCCC2C(=O)O)s1 (stereo not drawn),/,2.1%
Cc1c(Br)c([N+](=O)[O-])nn1C(C)C(=O)NCc1ccco1 (stereo not drawn),7,-7.1%
CCN(CC)C(=S)Nc1c(C)n(C)n(-c2ccccc2)c1=O,/,-0.7%
CCOc1ccc(C(C)=O)cc1Cn1nc(C(=O)O)c2ccccc2c1=O,-2,4.5%
COc1ccc(/C=C/C(=O)Nc2ccc(C34CC5CC(CC(O)(C5)C3)C4)cc2)cc1OC,/,-1.2%
O=C(COC(=O)c1ccccc1[N+](=O)[O-])Nc1cc(S(=O)(=O)N2CCOCC2)ccc1N1CCCC1,7,4.3%
CC(=O)c1ccccc1NCC(=O)Nc1ccc(C)cc1,-19,3.6%
CC(NS(=O)(=O)c1cccc(Cl)c1)C(=O)Nc1ccc(-c2nc3ccccc3s2)cc1 (stereo not drawn),/,-1.5%
O=C(Cn1c(C(F)(F)F)nc2ccccc21)N1CCCC1,/,1.8%
Cc1ccc(C)c(N2CCN(c3nnnn3-c3ccccc3)CC2)c1,/,0.6%
CC(=O)N1N=C(c2ccccc2)OC1c1ccc([N+](=O)[O-])s1 (stereo not drawn),0,3.0%
COc1cc(C2CC(=O)NC3=C2C(=O)CC(C)(C)C3)cc(OC)c1O (stereo not drawn),/,-1.0%
CN(C)CCNS(=O)(=O)c1ccc(Cl)cc1,/,9.1%
Cc1ccccc1NC(=O)Cc1cccc(C(F)(F)F)c1,/,8.0%
Cc1ccc(Nc2nc(N)c([N+](=O)[O-])c(N3CCOCC3)n2)cc1C,-5,4.0%
C/C(CC(=O)NC1CCCC1)=N\NC(=O)Cc1cccs1,21,-4.0%
NC(=O)CSc1nc(O)cc(=O)n1-c1ccccc1,8,2.6%
N#Cc1c(NC(=O)c2cnn3cccnc23)sc2c1CCCC2,-4,-0.5%
O=C(Nc1nc(-c2ccccc2)ns1)c1ccncc1,-8,4.1%
Cc1ccc2nc3ccc(N4CCCC4)nn3c(=O)c2c1,/,-2.3%
COCCCNC(=S)N/N=C/c1ccc2c(c1)OCO2,-7,2.3%
CCCCCCOc1ccc(/C(C)=N/NC2=NCCN2)cc1[N+](=O)[O-],8,-11%
CCCC(=O)NCc1cc(-c2nn(C)c(=O)c3ccccc23)ccc1C,/,7.0%
COc1cc(/C=N/NC(=O)c2cc(-c3ccco3)nc3ccccc23)cc(OC)c1O,4,4.4%
COC(=O)[C@@H](NC(=O)/C=C/c1ccc(OC)cc1)C(C)C,/,3.4%
Cn1c(=O)c2c(nc(SCC(=O)NCC3CCCO3)n2C)n(C)c1=O (stereo not drawn),47,-0.4%

Next records follow:
SMILES,Mtb RmlCD inh,M. tuberculosis GlmU
COCCn1c(SCC(=O)Nc2nnc(C)s2)nnc1-c1ccoc1C,-4,1.7%
COc1ccc(Cl)cc1C(=O)Nc1ccc(S(N)(=O)=O)cc1,79,0.4%
Cc1ccc(OCCn2cc(/C=C(\C#N)C(=O)NCC3CCCO3)c3ccccc32)cc1 (stereo not drawn),56,7.5%
COc1ccc(S(=O)(=O)Nc2ccc(CC#N)cc2)cc1,-1,1.0%
O=C(c1ccccc1)N1C(=O)C(c2ccccc2)Oc2ccccc21 (stereo not drawn),-8,-0.3%
C=C(C)c1cccc(C(C)(C)NC(=O)NCc2cccnc2)c1,-9,-1.2%
